Compound activity: PubChem, National Center for Advancing Translational Sciences (NCATS)
ERK EGF block: blocks ERK signaling stimulated by EGF; HEK293-V1b, EGF-stimulated phospho-ERK AlphaScreen; Potency, µM (titrated, usually from 11.5 µM), without a hit: top-dose activity change, negative = inhibition, most hits filed as inhibitors; 0.41% of 130,000 active; AID 1454; active means well fitted inhibition curve with a large enough effect; inconclusive means small, poorly fitted or top-dose-only effect, or effect the other way;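 further: plate controls were stimulated vehicle wells for no effect and unstimulated vehicle basal for full effect; nearly all actives have a fitted effect of over 55% in size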
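Phospho-ERK1/2 measured by AlphaScreen (SureFire) after 5 min 25 nM EGF stimulation of V1b-expressing HEK293 cells preincubated 30 min at 37C with titrated compounds; data scaled to DMSO and EGF controls, Hill-fitted AC50.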
The depositor's hits bear a star; ? = inconclusive; [ ] = another dose, or the depositor's remark. Potency means the concentration at half of the fitted maximal effect. This is a subset; the hit share may differ from the screen's.

ERK EGF block | smiles
3% | O=C(NCCn1cc(SCC(=O)N2CCOCC2)c2ccccc21)c1c(F)cccc1F
-6% | O=C(N/N=C(/c1ccccc1)c1ccncc1)c1ccc2c(c1)OCO2
-1%[57.5 µM] | O=C(C1=C[C@@H](C2CC2)C[C@@H](OCCCCO)O1)N1CCOCC1
-2% | CC12C=CC(=O)C=C1CCC1C3CCC(O)(C(=O)CO)C3(C)CC3OC312 (configuration not stated)
0%[57.5 µM] | COc1ccc2c(c1)[nH]c1c(=O)n(/N=C/c3ccc(OC)c(CN4CCCC4)c3)cnc12
-2% | O=C(N/N=C/c1ccncc1)C1C2CCCCCCC21 (configuration not stated)
14% | CCOc1ccccc1Nc1cc(C)nc2nc(C)nn12
-5% | O=C(Nc1ncc(Cc2ccccc2)s1)C1=NCCN1
4%[57.5 µM] | CC1(C)Cc2c(C#N)c(NCCO)nc(-c3ccco3)c2CO1
18% | C=CCSCC(N)C(=O)O (configuration not stated)
-1% | CCN(CC)C(=O)Cn1cc(S(=O)(=O)CC(=O)Nc2ccc3c(c2)OCCO3)c2ccccc21
4% | COc1ccc(CNc2nc(-c3cccnc3)nn2C(=O)C(C)C)cc1
-3% | Cc1ccccc1C(=O)NNC(=O)C12CC3CC(CC(C3)C1)C2
-10% | O=S1(=O)CCC(NC(=S)N2CCCCC2)C1 (configuration not stated)
1% | C/C(=N\NC(=O)c1ccn(C)n1)c1ccc(NC(=O)C2CCCC2)cc1
2% | Cc1cc(NC(=O)C(C)C)ncc1NC(=O)c1ccccn1
1%[57.5 µM] | O=C(N/N=C/c1cc([N+](=O)[O-])ccc1O)c1c[nH]c2ccccc12
4% | Cc1ccc(NC(=O)OCCNC(=O)OC(C)C)cc1
-1%[57.5 µM] | CN1C(=O)C2(NC(=O)c3ccccc3N2C)c2ccccc21 (configuration not stated)
-8% | Cc1cccc(-c2nc3ccccc3c(=O)n2NC(=O)/C=C/c2ccc([N+](=O)[O-])cc2)c1
1%[57.5 µM] | O=C(NCc1cccnc1)C1CCC(c2ccc(Cl)cc2)CC1 (configuration not stated)
3% | COc1ccc(/C=C/C(=O)c2cccs2)cc1OC
4%[57.5 µM] | COc1ccc(/C=C2/SC(=S)N(CCCC(=O)Nc3ccc(O)cc3)C2=O)cc1
5% | O=C(O)CNC(=O)CC1S/C(=N/N=C2\CSC(=O)N2)NC1=O (configuration not stated)
8% | COc1ccc(N(CC(=O)NCc2ccncc2)S(=O)(=O)c2ccccc2[N+](=O)[O-])c(OC)c1
0% | Cc1cc(C)c2ccc(=S)[nH]c2n1
? | Cc1nc(C2CCC3C4CCC5=CC(=O)CC[C@]5(C)C4CC[C@]23C)cs1 (some centres not stated)
-4% | C/C(CCN1CCc2nc(-c3ccccc3)c(-c3ccccc3)cc2C1)=N\O[C@@H](C)c1cc(-c2c(C)cc(C)cc2C)no1
-3% | O=C(NCC1CCCO1)C1CCN(C2CCN(C3CCCCCC3)CC2)CC1 (configuration not stated)
-8% | COc1cccc2c(Cl)c(CCCl)c(C)nc12
-24%[57.5 µM] | NC(=O)CC(NC(=O)c1ccc(Br)cc1)c1ccc(N2CCN(c3ccc(F)cc3)CC2)c([N+](=O)[O-])c1 (configuration not stated)
? | c1ccc(NC2=Nc3cccc4cccc2c34)cc1
-3% | CCC(=O)c1ccc(OCc2ccc(C(=O)c3ccccc3)cc2)cc1
-1% | O=C(NN1C(=O)C2C3C=CC(O3)C2C1=O)c1ccccc1 (configuration not stated)
-3%[57.5 µM] | COc1cccc(NC(=S)N(Cc2cccc(Br)c2)CC2CCC(C(=O)O)CC2)c1 (configuration not stated)
-10% | COc1ccc2c(OC)c3ccoc3nc2c1OC
0%[57.5 µM] | Cn1c(=O)c2[nH]c(SCC(=O)c3ccc(F)cc3)nc2n(C)c1=O
-14%[57.5 µM] | O=C(CCCOc1ccc(Cl)cc1Cl)Nc1ccc(O)cc1C(=O)O
-6% | S=C(NCCc1ccccn1)Nc1cccc(Cl)c1
5% | Cc1sc2nc(SCc3nc(-c4ccccc4)no3)n(-c3ccccc3)c(=O)c2c1C
-2% | CCN/N=C(\Cc1nc2ccccc2[nH]1)c1ccccc1
6% | C=C(C)C1CC=C(C)/C(=N/NC(=O)c2cccs2)C1 (configuration not stated)
12%[57.5 µM] | CN(C(=O)Nc1ccccc1)n1cnc2ccccc2c1=O
-3% | O=C1CCCC2[C@@H]3CCC[N@+]4([O-])CCC[C@H](CN12)C34 (some centres not stated)
3% | CN(C)S(=O)(=O)c1ccc2nnn(OCC(=O)NC34CC5CC(CC(C5)C3)C4)c2c1
1% | Cc1ccc(/C=C2/SC(=O)NC2=S)o1
-2%[57.5 µM] | COc1cccc(Cn2c(=O)c3[nH]cnc3n(-c3ccccc3C)c2=O)c1
0% | C=CCN1C(=O)/C(=C\c2cc(Br)c(OCc3ccccn3)c(OC)c2)SC1=S
5% | COc1ccc(/C=N/NC(=O)CSCc2ccc([N+](=O)[O-])cc2)cc1OC
? | CC(C)CCn1cnc2c(sc3nc4c(cc32)CSC(C)(C)C4)c1=O
-15% | CCOC(=O)C1CCCN(C(=O)c2cn(C)c(=O)c3cc(OC)c(OC)cc23)C1 (configuration not stated)
-4% | O=C(O)/C=C/c1ccc2noc(-c3ccccc3)c2c1
1%[57.5 µM] | CCn1cc(C(=O)O)c(=O)c2cnc(N3CCN(C(=S)NC(=O)c4ccccc4Cl)CC3)nc21
-3% | O=C(CCN1C(=O)c2ccccc2C1=O)Nc1cccnc1
-1% | CC1(C)CC2(C)Nc3ccccc3N2C(=S)N1 (configuration not stated)
-1% | COc1ccc(NC(=O)c2cc3c(=O)n4ccccc4nc3n2C)c(OC)c1

(next part)
ERK EGF block | smiles
11% | Nc1cc[n+](CC(=O)c2ccc3c(c2)OCCO3)cc1
4% | O=C(CSc1nc2c(c(=O)n1-c1ccccc1)SCC2)N1CCOCC1
-6% | Cc1ccc(CSc2nnc(C)c(=O)n2N)cc1
4% | NC(=O)c1ccccc1NC(=O)Nc1ccc(F)c(Cl)c1
-13% | NC(=O)NCCC[C@H](N)C(=O)O
0% | CCN(C(=O)CSc1nnc(Nc2cccc(C)c2C)s1)C1CCS(=O)(=O)C1 (configuration not stated)
-18% | CN(C)C(=O)c1nc2ccc(Cl)cn2c1CN1CCCC(OCc2ccccc2)C1 (configuration not stated)
7% | Nc1c2c(nc3ccc(Br)cc13)N(Cc1ccccc1)CC2
-1% | Cc1ccc(N=Cc2cc(Cc3ccccc3Cl)cc([N+](=O)[O-])c2O)c(O)c1
10% | Cc1c(Cl)cccc1NC(=O)CN1CCN(CCN=CC2=C(O)CC(c3ccccc3)CC2=O)CC1 (configuration not stated)
-3%[57.5 µM] | O=C(NNc1c(Cl)cccc1Cl)c1ccno1
-6%[57.5 µM] | O=C1NC(=S)N/C1=C\c1cccnc1
6% | COc1ccc(N2C(=O)CC(C3CCCO3)C2=O)cc1 (configuration not stated)
5% | CCOC(=O)N1C=CC(C)=C[C@@H]2[C@@H](N3C(=O)c4ccccc4C3=O)C(=O)N21
5% | C=CCn1c(C)cc(C(=O)COC(=O)CNC(=O)c2ccccc2)c1C
0% | O=C(CSc1nc2ccccc2c(=O)n1CCCN1CCOCC1)NC12CC3CC(CC(C3)C1)C2
6% | CCn1cc(C(=O)NC(C)C23CC4CC(CC(C4)C2)C3)cn1 (configuration not stated)
-8% | COc1ccc(CN(CC2CCC(C(=O)O)CC2)C(=S)Nc2ccc(C)c(Cl)c2)cc1 (configuration not stated)
-4% | O=C(NC1CCCC1)C(NS(=O)(=O)c1ccc(Br)s1)c1ccccc1 (configuration not stated)
2%[57.5 µM] | CN(C)C(CNC(=S)Nc1ccc(Cl)cc1)c1cccnc1 (configuration not stated)
-8% | CC(=O)Nc1cccc(-c2cn3ccc(C)cc3n2)c1
-8% | O=C(NCCN1CCOCC1)C1CCC(CNS(=O)(=O)c2ccccc2)CC1 (configuration not stated)
-1% | CCOC(=O)c1[nH]c2ccc(OC)cc2c1NC(=S)N1CCN(C(=O)OCC)CC1
0%[57.5 µM] | CN(C)N=Nc1nc2c(c(=O)n(C)c(=O)n2C)n1CC1CO1 (configuration not stated)
4% | COc1cccc(OCCSc2nc3ccccc3c(=O)[nH]2)c1
12% | CSc1cc(N2CCOCC2)nc(-c2ccccc2Cl)n1
-4% | COc1ccccc1CNC(=O)CSc1nc(C)cs1
1% | CCOC(=O)c1c(NC(=O)C(Sc2ccccc2)c2ccccc2)sc(C(=O)N(C)C)c1C (configuration not stated)
-1% | CC(C)(C)NC(=O)CSc1nc(O)cc(=O)[nH]1
6% | CCOC(=O)C1(CCCc2ccccc2)CCN(CC(O)CO)CC1 (configuration not stated)
4%[57.5 µM] | CC1CCN(C(=O)c2[nH]cnc2C(=O)N[C@@H](C)C(=O)OC(C)(C)C)CC1
9% | CC/C(=N\NC(=S)NC(C)C)c1ccc(OC(F)F)cc1
? | CN1C(=S)N(c2cccnc2)C(=O)/C1=C\c1ccc(C(C)(C)C)cc1
6% | Cc1ccc(Nc2ccccc2)cc1
1% | O=S(=O)(c1ccccc1)c1ccc(C(F)(F)F)cn1
11% | COc1ccccc1NC(=O)C(Sc1ccccc1)c1ccccc1 (configuration not stated)
-2%[57.5 µM] | CCCn1c(SCC(=O)c2[nH]c(C)c(C(C)=O)c2C)n[nH]c1=O
-9% | COc1ccc(/C=N/NC(=O)c2ccncc2)cc1CN1CCN(c2ccc(F)cc2)CC1
7% | S=C(Nc1ccc2nsnc2c1)N1CCCC1
-3% | NC(=O)c1ccc(NC(=O)COC(=O)C(Cc2ccccc2)NC(=O)c2ccccc2)cc1 (configuration not stated)
34%[57.5 µM] | CNC(=S)NNS(=O)(=O)c1ccc(OC)cc1OC
-26%[57.5 µM] | CN1CCN(C2=NC(=O)/C(=C/c3ccccc3OS(=O)(=O)c3ccccc3)S2)CC1
-2% | CC(C)c1ccc2[nH]c(O)c(N=NC(=O)c3cccc(S(=O)(=O)N4CCCCC4)c3)c2c1
-8%[57.5 µM] | O=C(N/N=C/c1cccc(NC(=O)c2ccc(Cl)cc2)c1)c1ccc(O)cc1
20%[57.5 µM] | COc1ccc(/C=C2\CCn3c2nc2cc(C(=O)O)ccc2c3=O)cc1OC
-3%[57.5 µM] | O=C(Nc1ccc(F)cc1F)N1CCN(CCc2ccccc2)CC1
6% | Cc1cc(C)n(CCc2nc(-c3ccc(F)cc3)cs2)n1
-3%[57.5 µM] | O=C(C[n+]1ccc(/C=N/O)cc1)NCc1ccccc1
0%[57.5 µM] | NS(=O)(=O)c1cccc(-n2cnnn2)c1
-2% | COc1cccc(/C=N/NC(=O)CNC(=O)c2ccc(S(=O)(=O)N3CCOCC3)cc2)c1OC
1% | C=CCn1c(SCc2nc3sc4c(c3c(=O)[nH]2)CCCC4)nc2ccccc2c1=O
1% | CCSc1ccc2cc(OC)ccc2[n+]1CC
-16%[57.5 µM] | CC(C)(C)NC(=O)Nc1ccc(Br)cc1
? | CCOC(=O)C(=O)c1c(-c2ccc(C)cc2)nc2ccccn12
-6% | Cc1ccc(CC(=O)NCc2ccc(Cl)cc2)cc1
0% | CCOC(=O)c1c(NC(=O)COC(=O)c2ccncc2)sc(C)c1C

A draw from above in order of length of the SMILES, low to high:
ERK EGF block | smiles
1% | CCSc1ccc2cc(OC)ccc2[n+]1CC
0%[57.5 µM] | NS(=O)(=O)c1cccc(-n2cnnn2)c1
1% | C=CCn1c(SCc2nc3sc4c(c3c(=O)[nH]2)CCCC4)nc2ccccc2c1=O

Continuation:
ERK EGF block | smiles
3% | O=C(Cc1cccc2ccccc12)N/N=C/c1ccc(OC(=O)/C=C/c2ccco2)cc1
-19%[57.5 µM] | COc1ccc(C(=O)NNC2=C(C(=O)C(F)(F)F)CCC2)cc1
4% | O=C(NC1CCCC1)C(c1cccnc1)N(C(=O)c1csnn1)C1CCCC1 (configuration not stated)
0% | CC(C)(C)C(=O)N1CCC[C@@]1(CO)C(=O)O
4%[57.5 µM] | COC(=O)[C@@H](Cc1c[nH]c2ccccc12)NC(=O)c1cc(=O)[nH]c2ccccc12
-5% | CC1CCCCC12NC(=O)N(CC(=O)Nc1ccccc1-c1ccccc1)C2=O (configuration not stated)
4%[57.5 µM] | O=C(CCC1CCCCC1)NCCN1C2=NC[C@@H](Cc3ccccc3)N2C[C@H]1Cc1ccc(O)cc1

Grouped by structure, those above containing an aryl thioether with sulfur outside any ring (16)
ERK EGF block | smiles
3% | O=C(NCCn1cc(SCC(=O)N2CCOCC2)c2ccccc21)c1c(F)cccc1F
0%[57.5 µM] | Cn1c(=O)c2[nH]c(SCC(=O)c3ccc(F)cc3)nc2n(C)c1=O
5% | Cc1sc2nc(SCc3nc(-c4ccccc4)no3)n(-c3ccccc3)c(=O)c2c1C
4% | O=C(CSc1nc2c(c(=O)n1-c1ccccc1)SCC2)N1CCOCC1
-6% | Cc1ccc(CSc2nnc(C)c(=O)n2N)cc1
0% | CCN(C(=O)CSc1nnc(Nc2cccc(C)c2C)s1)C1CCS(=O)(=O)C1 (configuration not stated)
0% | O=C(CSc1nc2ccccc2c(=O)n1CCCN1CCOCC1)NC12CC3CC(CC(C3)C1)C2
4% | COc1cccc(OCCSc2nc3ccccc3c(=O)[nH]2)c1
12% | CSc1cc(N2CCOCC2)nc(-c2ccccc2Cl)n1
-4% | COc1ccccc1CNC(=O)CSc1nc(C)cs1
1% | CCOC(=O)c1c(NC(=O)C(Sc2ccccc2)c2ccccc2)sc(C(=O)N(C)C)c1C (configuration not stated)
-1% | CC(C)(C)NC(=O)CSc1nc(O)cc(=O)[nH]1
11% | COc1ccccc1NC(=O)C(Sc1ccccc1)c1ccccc1 (configuration not stated)
-2%[57.5 µM] | CCCn1c(SCC(=O)c2[nH]c(C)c(C(C)=O)c2C)n[nH]c1=O
1% | C=CCn1c(SCc2nc3sc4c(c3c(=O)[nH]2)CCCC4)nc2ccccc2c1=O
1% | CCSc1ccc2cc(OC)ccc2[n+]1CC
